BRCA1 expr act: increases BRCA1 expression. MCF7-BRCA1-FFLuc reporter, luminescence, 48 h; response scale: scaled: vehicle 0%, 10 µM genistein 100%. Potency, µM (top dose mostly 46.1 µM), inactives show at the highest dose activation, most hits filed as activators. actives 1.1% (n = 380,000); further: nearly all actives have a fitted effect of over 80% in size; some results filed as inactive show a strong effect at the top dose
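MCF7-BRCA1-FFLuc cells, 2000/well in phenol-red-free MEM, attached 2 h then treated 48 h at 37 C. Luciferase luminescence read 15 min after reagent; normalized to genistein maximum activation (10microM) and DMSO, concentration-response fitted.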
FLuc counter: firefly luciferase modulation, counter-screen for miR-21 project; P08659; purified FLuc, Km substrates, luminescence inhibition; Potency, µM (top dose mostly 57.5 µM), without a hit: at the highest dose activity change, negative = inhibition, usual class: inhibitors; actives 6.9% (n = 360,000);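 further: plate controls were vehicle for no effect and reference inhibitor for full effect; nearly all actives have a fitted effect of over 55% in size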
Target sequence (P08659 whole entry, looked up): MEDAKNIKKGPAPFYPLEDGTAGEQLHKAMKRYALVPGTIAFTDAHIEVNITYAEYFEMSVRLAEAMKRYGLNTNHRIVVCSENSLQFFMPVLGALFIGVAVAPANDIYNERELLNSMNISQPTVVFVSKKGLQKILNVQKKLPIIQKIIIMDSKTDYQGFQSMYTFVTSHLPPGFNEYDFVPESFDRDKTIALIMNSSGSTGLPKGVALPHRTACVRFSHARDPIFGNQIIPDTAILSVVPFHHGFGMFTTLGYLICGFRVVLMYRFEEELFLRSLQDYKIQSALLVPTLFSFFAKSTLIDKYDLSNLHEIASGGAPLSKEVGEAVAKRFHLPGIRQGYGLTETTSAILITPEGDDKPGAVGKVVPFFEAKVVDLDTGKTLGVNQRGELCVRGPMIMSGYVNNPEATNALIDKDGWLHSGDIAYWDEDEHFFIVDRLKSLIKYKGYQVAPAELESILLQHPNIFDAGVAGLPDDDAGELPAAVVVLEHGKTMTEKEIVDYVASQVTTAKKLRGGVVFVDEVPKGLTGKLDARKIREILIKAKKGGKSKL
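Purified P. pyralis luciferase (10nM final) with 10uM D-luciferin and 10uM ATP (Km levels) in 50mM Tris acetate pH 7.5, 10mM Mg acetate, 0.01% Tween-20, 0.05% BSA; qHTS 6-point titration, ~60 µM downward; luminescence read.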
* hit, by the source's call; ? = inconclusive. The call rests on the fitted dose curve; in most records, active means well fitted curve in the direction sought with a large enough effect; inconclusive means small, poorly fitted or top-dose-only effect, or another doubt; inactive means no such curve, though single readings can be large; an effect the other way counts as inactive or inconclusive. Potency means the concentration at half of the fitted maximal effect. Some of the compounds tested (hit frequency here may not be typical).

A first look:
canonical_smiles,BRCA1 expr act,FLuc counter
Cc1ccc(COc2cccc3cc(-c4noc(-c5ccc(C)cc5)n4)c(=O)oc23)cc1,6%,0%
COc1ccc(-c2cc(-c3ccccc3)nc3c2COc2ccc(Cl)cc2-3)cc1,13%,-1%

Main list, from the first entry:
canonical_smiles,BRCA1 expr act,FLuc counter
Cc1ccc(COc2cccc3cc(-c4noc(-c5ccc(C)cc5)n4)c(=O)oc23)cc1,6%,0%
COc1ccc(-c2cc(-c3ccccc3)nc3c2COc2ccc(Cl)cc2-3)cc1,13%,-1%
COc1cccc(NC(=O)C2CCCN(S(=O)(=O)c3c(C)nn(C)c3C)C2)c1 (centres undefined),-11%,-5%
CC(C)c1ccc(Nc2cc(C(=O)NCc3cccs3)c3ccccc3n2)cc1,-18%,-6%
O=C1CSC2(C(=O)N(Cc3ccccc3)c3ccccc32)N1c1cccc(F)c1 (centres undefined),-31%,-3%
CCOc1ccc(NC(=O)Cn2c(=O)n(CCc3ccccc3)c(=O)c3c4c(sc32)CCCC4)cc1,11%,-6%
COc1ccc(NC(=O)Cn2c(=O)n(Cc3ccccc3Cl)c(=O)c3cc(OC)c(OC)cc32)cc1OC,5%,-1%
COc1cccc(NCc2cccn2-c2nnc(N3CCC(C)CC3)s2)c1,22%,?
CC(C)OCCCNC(=O)CN1C(=O)CSc2ccc(S(=O)(=O)N3CCOCC3)cc21,6%,0%
COc1cccc(-n2c(SCc3cccc(C)c3)nc3c([nH]c4ccccc43)c2=O)c1,-14%,-2%
COc1ccc(Cn2nc3n(c2=O)-c2ccccc2OC3)cc1,72%,?
COc1ccccc1-c1cc2nc(C)c(CCC(=O)Nc3cc(C)ccc3C)c(C)n2n1,-18%,-6%
CCOc1cc2c(cc1OCC)C(c1c(F)cccc1Cl)CC(=O)N2 (centres undefined),0%,-9%
COc1cc2c(C(=O)N3CCN(c4ccc(C)cc4)C(C)C3)cn(CC(C)C)c(=O)c2cc1OC (centres undefined),-34%,1%
CCOC(=O)c1c(NC(=O)C(C)Sc2cn(CCNC(=O)c3ccc(OC)c(OC)c3)c3ccccc23)sc2c1CCC2 (centres undefined),1%,-3%
COC(=O)c1ccc(OCC2c3cc(OC)c(OC)cc3CCN2C(=O)c2ccc(OC)cc2)cc1 (centres undefined),-19%,-5%
COc1ccc(Cl)cc1C(=O)Nc1ccc(-c2nnc3n2CCCCC3)cc1,3%,-8%
CCCCCOc1ccc(Cn2c(=O)oc3ccc(C)cc32)cc1OC,-2%,3%
Cc1ccc(NC(=O)CN2C(=O)c3ccccc3Sc3ncccc32)c(C)c1,-33%,-7%
COc1ccc(NC(=O)C2CCN(c3nc4ccccc4nc3C(F)(F)F)CC2)cc1,7%,0%
CCOC(=O)c1ccc(NC(=O)CC(=O)Nc2ccc3nc4n(c(=O)c3c2)CCCCC4)cc1,-33%,-15%
COc1cccc(-c2ccc3c(N)c(C(=O)c4ccc(F)cc4)sc3n2)c1,29%,-4%
COc1ccc(OC)c(-c2noc(N3CCN(c4ccc(C(C)=O)cc4)CC3)n2)c1,5%,-1%
COc1ccc(NC(=O)Nc2cc(-c3cn4cccnc4n3)ccc2OC)cc1,55%,?
CCn1cc(C(=O)NCCc2ccc(OC)c(OC)c2)c(=O)c2cc(S(=O)(=O)N3CCc4ccccc4C3)ccc21,-31%,-4%
Cc1cccc(C)c1NC(=O)Cn1c(=O)n(CC2CCC(C(=O)NCCc3ccccc3)CC2)c(=O)c2ccccc21 (centres undefined),-6%,0%
COC(=O)CCCn1c(-c2ccc(C)cc2)c(C)n2c3c(=O)n(C)c(=O)n(C)c3nc12,17%,-20%
Cc1cc(=O)n2nc(N(C)CC(=O)NCc3cccc(Br)c3)sc2n1,26%,6%
COc1ccc(Cl)cc1NC(=O)Cn1c(=O)n(CCCC(=O)NCCc2ccc(OC)c(OC)c2)c(=O)c2ccccc21,-39%,-1%
CCC(=O)N1CCc2cc(S(=O)(=O)CCC(=O)NCc3ccc(F)cc3)ccc21,-48%,-7%
COc1ccc(-c2nc3sc(CCNC(=O)c4cc(OC)c(OC)c(OC)c4)c(C)n3n2)cc1,7.9µM*,11µM*
COc1ccccc1Nc1nc(C)nc(N)c1S(=O)(=O)c1ccccc1,-4%,1%
CCc1cccc(NC(=O)Cn2c(=O)n(CC(=O)NCCc3ccccc3)c(=O)c3ccccc32)c1,-7%,-6%
CC(=O)c1ccc(NC(=O)c2nc(-c3ccccc3)n(-c3ccccc3Cl)n2)cc1,-12%,?
Cc1cccc(C)c1NC(=O)c1ccc2c(c1)N(Cc1cccc(Cl)c1)C(=O)c1ccccc1S2=O (centres undefined),-6%,1%
Cc1ccc(N2C(=O)c3n[nH]c(C)c3C2c2ccc(C(C)C)cc2)cc1 (centres undefined),-22%,-15%
CCOc1ccc2c(c1)c(=O)c(S(=O)(=O)c1ccc(Cl)cc1)cn2Cc1ccccc1C,-13%,0%
CCOC(=O)c1ccccc1NC(=O)Cn1ncc2c1-c1ccccc1OC2,2%,-2%
CC(=O)c1cccc(Nc2cc(C)nc3nc(Cc4ccccc4)nn23)c1,-17%,3%
CC(C)Oc1ccc(CNS(=O)(=O)c2ccc3c(c2)C(C)(C)C(=O)N3C)cc1,17%,-2%

Not a retest: entries from further up.
canonical_smiles,BRCA1 expr act,FLuc counter
COc1ccc(NC(=O)C2CCN(c3nc4ccccc4nc3C(F)(F)F)CC2)cc1,7%,0%
CCOC(=O)c1ccc(NC(=O)CC(=O)Nc2ccc3nc4n(c(=O)c3c2)CCCCC4)cc1,-33%,-15%
COc1cccc(-c2ccc3c(N)c(C(=O)c4ccc(F)cc4)sc3n2)c1,29%,-4%
COc1ccc(OC)c(-c2noc(N3CCN(c4ccc(C(C)=O)cc4)CC3)n2)c1,5%,-1%
COc1ccc(NC(=O)Nc2cc(-c3cn4cccnc4n3)ccc2OC)cc1,55%,?
CCn1cc(C(=O)NCCc2ccc(OC)c(OC)c2)c(=O)c2cc(S(=O)(=O)N3CCc4ccccc4C3)ccc21,-31%,-4%
Cc1cccc(C)c1NC(=O)Cn1c(=O)n(CC2CCC(C(=O)NCCc3ccccc3)CC2)c(=O)c2ccccc21 (centres undefined),-6%,0%
COC(=O)CCCn1c(-c2ccc(C)cc2)c(C)n2c3c(=O)n(C)c(=O)n(C)c3nc12,17%,-20%
Cc1cc(=O)n2nc(N(C)CC(=O)NCc3cccc(Br)c3)sc2n1,26%,6%
COc1ccc(Cl)cc1NC(=O)Cn1c(=O)n(CCCC(=O)NCCc2ccc(OC)c(OC)c2)c(=O)c2ccccc21,-39%,-1%
CCC(=O)N1CCc2cc(S(=O)(=O)CCC(=O)NCc3ccc(F)cc3)ccc21,-48%,-7%
COc1ccc(-c2nc3sc(CCNC(=O)c4cc(OC)c(OC)c(OC)c4)c(C)n3n2)cc1,7.9µM*,11µM*
COc1ccccc1Nc1nc(C)nc(N)c1S(=O)(=O)c1ccccc1,-4%,1%
CCc1cccc(NC(=O)Cn2c(=O)n(CC(=O)NCCc3ccccc3)c(=O)c3ccccc32)c1,-7%,-6%
CC(=O)c1ccc(NC(=O)c2nc(-c3ccccc3)n(-c3ccccc3Cl)n2)cc1,-12%,?
Cc1cccc(C)c1NC(=O)c1ccc2c(c1)N(Cc1cccc(Cl)c1)C(=O)c1ccccc1S2=O (centres undefined),-6%,1%
Cc1ccc(N2C(=O)c3n[nH]c(C)c3C2c2ccc(C(C)C)cc2)cc1 (centres undefined),-22%,-15%
CCOc1ccc2c(c1)c(=O)c(S(=O)(=O)c1ccc(Cl)cc1)cn2Cc1ccccc1C,-13%,0%
CCOC(=O)c1ccccc1NC(=O)Cn1ncc2c1-c1ccccc1OC2,2%,-2%
CC(=O)c1cccc(Nc2cc(C)nc3nc(Cc4ccccc4)nn23)c1,-17%,3%
CC(C)Oc1ccc(CNS(=O)(=O)c2ccc3c(c2)C(C)(C)C(=O)N3C)cc1,17%,-2%

More records follow.
canonical_smiles,BRCA1 expr act,FLuc counter
CCOc1ccccc1NC(=O)N1CCN(Cc2cc(=O)n3nc(-c4ccc(C)cc4)sc3n2)CC1,0%,-7%
CCOC(=O)c1c(C)oc2nc(C)nc(NCC3CCN(Cc4cccc(Cl)c4)CC3)c12,0%,-5%
COC(=O)Cn1c(SCCOc2ccccc2OC)nc2ccccc21,0%,1%
CCOc1ccccc1C1C(C(=O)Nc2ccccc2)=C(C)Nc2nc(-c3ccccc3)nn21 (centres undefined),6%,-2%
Cc1ccc(CNC(=O)C2CCN(S(=O)(=O)c3ccc4[nH]c(=O)ccc4c3)CC2)cc1,1%,-4%
Cn1c(=O)[nH]c2cc(-c3noc(-c4cccc(Cl)c4)n3)ccc21,19%,3%
COC(=O)CCn1cnc2onc(-c3cc(F)cc(F)c3)c2c1=O,4%,-11%
COc1ccc2cc3cc(C(=O)NCc4ccccc4OC)oc3nc2c1,0%,-11%
CCOC(=O)CCn1cnc2onc(-c3ccccc3Cl)c2c1=O,-9%,-7%
O=C1[C@@H]2CSC(c3ccc(Cl)cc3)N2C(=O)N1c1ccccc1 (some centres undefined),0%,0%
Cc1cccc(-n2c(=O)c3c(c4cc(C)ccc4n3C)n(CC(=O)Nc3ccc(C)cc3C)c2=O)c1,9%,1%
COc1ccc(NC(=O)Cn2c(=O)n(CCc3ccccc3)c(=O)c3sc4ccccc4c32)cc1,-31%,-1%
Cc1oc2ncn(CC(C)C)c(=O)c2c1C(=O)Nc1cccc(C(F)(F)F)c1,0%,0%
O=c1c2cccnc2n(Cc2cccc(F)c2)c(=O)n1Cc1ccc(F)cc1,0%,-12%
CCOc1cc(/C=C(\C#N)C(=O)Nc2ccccc2C)ccc1OCc1cc(=O)n2nc(CC)sc2n1,-16%,1%
CC(C)CNc1ncnc2onc(-c3ccc(Cl)cc3)c12,-27%,-12%
O=C(c1ccc2c(c1)N(Cc1ccc(Cl)cc1)C(=O)c1ccccc1S2(=O)=O)N1CCOCC1,-9%,-1%
CCN1CCN(C(=O)c2c(C)nn(-c3ccc(F)cc3)c2-n2cccc2)CC1,23%,-5%
Cc1cc2ccccc2n1CCNC(=O)c1cccc(Br)c1,12%,-4%
Cc1cn2c(=O)cc(COC(=O)COc3ccccc3C)nc2s1,13%,5%
Cn1nnnc1SCCNCc1ccc(OCc2ccc(Cl)cc2)cc1,41%,?
CCOc1ccccc1NC(=O)Cn1c(=O)n(CCCC(=O)NCc2ccc(C)cc2)c(=O)c2ccccc21,3%,1%
CCn1cc(C(=O)N2CCN(c3ccc(F)cc3)CC2)c(=O)c2cc(S(=O)(=O)N3CCOCC3)ccc21,-19%,3%
COc1ccc(-c2nc3ccc(C)cn3c2Nc2ccc3c(c2)OCO3)cc1,20%,?
Cc1cccc(N2CCN(C(=O)CN3C(=O)COc4ccc(S(=O)(=O)N5CCCCCC5)cc43)CC2)c1C,8%,-10%
Cc1cccc(C)c1NC(=O)Cn1nnc(C(=O)Nc2c(C)cccc2C)c1N,1%,-9%
CCc1ccc(NC(=O)N(Cc2c[nH]c3ccccc23)C2CCCCC2)cc1,61%,-2%
CCN1C(=O)c2ccccc2S(=O)(=O)c2ccc(C(=O)NCc3ccccc3)cc21,-7%,-2%
CCCCOc1ccc(CNC(=O)CN2CCSc3ccccc32)cc1,-16%,-18%
O=C(Cn1c(=O)n(Cc2ccc(F)cc2)c(=O)c2sc3ccccc3c21)NCc1ccccc1,-9%,2%
CCN(CC)S(=O)(=O)c1ccc2c(c1)nc(CN(C)C(=O)c1cccc(Cl)c1)n2C,2%,-10%
O=C(CN1C(=O)COc2ccc(S(=O)(=O)N3CCCC3)cc21)N1CCN(c2ccc(Cl)cc2)CC1,2%,3%
COc1cccc(CNC(=O)c2cc(S(=O)(=O)N3CCCCC3)cn2C)c1,-9%,-3%
Cc1ccc(CNC(=O)Cn2c(=O)n(Cc3ccccc3)c(=O)c3c2c2cc(C)ccc2n3C)cc1,-6%,-1%
Cc1ccc(CNC(=O)CSc2cc(C)[nH]c(=O)n2)cc1,4%,-13%
O=C(NC1CCCC1)c1ccc2c(c1)N(Cc1ccc(C(F)(F)F)cc1)C(=O)c1ccccc1S2,-30%,6%
Cc1ccc(NC(=O)NCCc2c(C)nn(C)c2C)c(Cl)c1,0%,0%
CCc1ccc(NC(=O)c2sc3nc(C)cc(C)c3c2NC(=O)c2ccccc2OC)cc1,-5%,0%
CNC(=O)c1ccc2c(c1)N=C(C)c1cc(C)ccc1S2,-50%,?
Clc1ccc(-c2cn3cc(Cc4ccccc4)sc3n2)cc1,?,0.24µM*
Cc1ccc(Cn2c(C(=O)NCc3ccccc3Cl)cc3sccc32)cc1,0%,-9%

Assay outcomes from PubChem BioAssay.
